Compound activity: PubChem, National Center for Advancing Translational Sciences (NCATS)
Gal4-VP16 FLuc: Gal4-VP16 reporter inhibition counter-screen; hit rate 3.5% among 310,000; AID 2546; Drosophila S2 Gal4-VP16 UAS-luciferase, luminescence, 20 h; Potency, µM (top dose mostly 53.6 µM), for inactives: top-dose activity, negative = inhibition, usual class: inhibitors;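 also: Gal4-VP16 expression switched on by copper sulfate through the metallothionein promoter; % is scaled to controls: 0 for no effect and ±100 for the full control effect; nearly all actives have a fitted effect of over 50% in size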
p53 reactivation: restores transcriptional activity of mutant p53; H1299 p53-A138V BP100-luciferase reporter, luminescence, 24 h; Potency, µM (doses to about 92.2 µM), for inactives: top-dose activity change, positive = activation, hits mostly activators; hit rate 0.063% among 320,000; AID 504706; also: % of control where 0% means no effect; nearly all actives have a fitted effect of over 45% in size
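H1299 (p53-null), stable ts p53-A138V + BP100-Luc; 1000 cells/well, Opti-MEM/10% FBS; cpd 4 pt, 1:5; 24 h, 37 deg C, 5% CO2; detection reagent 10 min RT; luminescence.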
NPC1 promoter act: activators of NPC1 promoter; Huh7 NPC1 promoter luciferase reporter, 24 h; Potency, µM (highest dose often 9.22 µM), for inactives: at the highest dose activation, usual class: activators; hit rate 2.4% among 320,000;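 also: % of control where 0% means no effect; nearly all actives have a fitted effect of over 60% in size; reporter is driven by a mutant NPC1 promoter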
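Readout is luciferase luminescence, reflecting NPC1 promoter activation in stably transfected Huh7 cells after 24 h compound exposure at 37 °C in reduced-serum medium with 10% FBS.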
uPA surface inh: inhibitors of cell surface uPA generation. AID 540303. hit rate 0.31% among 330,000. cell surface uPA generation assay, qHTS. Potency, µM (highest dose often 38.3 µM), without a hit: at the highest dose activity change, negative = inhibition, usual class: inhibitors; active = well fitted inhibition curve with a large enough effect; inconclusive = small, poorly fitted or top-dose-only effect; inactive = no such curve, though single readings can be large or run the other way; tested in mouse RAW 264.7 cells; also: % is scaled to controls: 0 for no effect and ±100 for the full control effect; nearly all actives have a fitted effect of over 55% in size
BRCA1 expr act: BRCA1 expression activation; hit rate 1.1% among 380,000; Potency, µM (top dose mostly 46.1 µM), for the others: at the highest dose activation, actives largely listed as activators; MCF7-BRCA1-FFLuc reporter, luminescence, 48 h; response scale: scaled: vehicle 0%, 10 µM genistein 100%; also: nearly all actives have a fitted effect of over 80% in size; some results filed as inactive show a strong effect at the top dose
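Luminescence from a BRCA1-driven firefly luciferase in MCF7 cells was read after 48 h compound exposure at 37 C. Data normalized against DMSO and a 10microM genistein activation control, then curve-fitted across the titration.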
MBNL1 CUG block: blocks human MBNL1 binding to CUG repeat RNA; Potency, µM (doses to about 57.5 µM), for the others: at the highest dose activity change, negative = inhibition, usual class: inhibitors; hit rate 0.036% among 280,000; Q9NR56; TR-FRET MBNL1-His/biotin-(CUG)12 binding, 665/545 ratio; active = well fitted inhibition curve with a large enough effect in the signal ratio, with a control signal flat, not every such curve was filed as active; inconclusive = small, poorly fitted or top-dose-only effect, or effect the other way, or a change in a side signal; inactive = no such curve, though single readings can be large or run the other way; the % refers to the signal ratio; also: % is scaled to controls: 0 for no effect and ±100 for the full control effect
Target sequence (Q9NR56 whole entry, looked up): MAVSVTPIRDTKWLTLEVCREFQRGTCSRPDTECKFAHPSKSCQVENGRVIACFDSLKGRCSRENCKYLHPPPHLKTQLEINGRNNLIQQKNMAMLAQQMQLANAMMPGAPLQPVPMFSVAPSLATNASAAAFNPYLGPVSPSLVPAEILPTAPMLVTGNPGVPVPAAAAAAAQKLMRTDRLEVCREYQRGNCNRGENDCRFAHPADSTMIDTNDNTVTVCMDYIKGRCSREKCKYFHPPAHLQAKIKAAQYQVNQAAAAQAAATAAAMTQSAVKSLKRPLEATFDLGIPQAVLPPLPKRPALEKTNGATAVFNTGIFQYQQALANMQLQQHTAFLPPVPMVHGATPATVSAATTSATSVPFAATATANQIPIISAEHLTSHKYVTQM
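MBNL1-His + Biotin-(CUG)12, cpd titration 92 nM–58 uM; Tb anti-His Ab 0.055 ng/ul, SA-XL665 5 nM (final); 60 min RT; ratiometric 665/545 nm, Ex 340 nm; normalized to buffer and full-complex controls.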
FLuc counter: firefly luciferase modulation, counter-screen for miR-21 project; P08659; Potency, µM (highest dose often 57.5 µM), for the others: at the top dose activity change, negative = inhibition, usual class: inhibitors; hit rate 6.9% among 360,000; purified FLuc, Km substrates, luminescence inhibition;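 also: plate controls were vehicle for no effect and reference inhibitor for full effect; nearly all actives have a fitted effect of over 55% in size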
Target sequence (P08659 whole entry, looked up): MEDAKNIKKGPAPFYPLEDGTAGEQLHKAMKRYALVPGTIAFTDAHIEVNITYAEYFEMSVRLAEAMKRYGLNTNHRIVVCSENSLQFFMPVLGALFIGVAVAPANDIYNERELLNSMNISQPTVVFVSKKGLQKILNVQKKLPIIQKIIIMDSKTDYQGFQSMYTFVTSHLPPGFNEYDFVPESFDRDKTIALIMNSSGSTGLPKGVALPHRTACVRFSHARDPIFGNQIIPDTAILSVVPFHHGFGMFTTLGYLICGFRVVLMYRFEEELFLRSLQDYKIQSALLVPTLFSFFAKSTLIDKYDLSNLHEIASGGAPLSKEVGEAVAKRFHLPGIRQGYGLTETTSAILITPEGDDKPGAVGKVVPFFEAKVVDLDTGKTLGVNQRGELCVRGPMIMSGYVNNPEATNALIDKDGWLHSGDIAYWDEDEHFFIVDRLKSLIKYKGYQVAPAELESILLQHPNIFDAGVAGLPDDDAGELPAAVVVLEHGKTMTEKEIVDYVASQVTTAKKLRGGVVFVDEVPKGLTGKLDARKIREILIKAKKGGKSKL
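Purified P. pyralis luciferase, 10 nM final, with Km-level 10 uM D-luciferin and 10 uM ATP in 50 mM Tris acetate pH 7.5, 10 mM Mg acetate, 0.01% Tween-20, 0.05% BSA; 6-point qHTS titration about 60 µM downward; luminescence read.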
ELG1 genotoxic: genotoxicity induction in ELG1-luciferase HEK293T cells; HEK293T ELG1-luciferase reporter, luminescence, 16 h; Potency, µM (doses to about 46 µM), for inactives: at the top dose activity change, positive = activation, most hits filed as activators; hit rate 1.3% among 330,000; AID 504466; also: % of control where 0% means no effect; nearly all actives have a fitted effect of over 60% in size
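After overnight (16 hr) compound treatment at 37 °C, ELG1-luciferase HEK293T cells were lysed with ONE-Glo; luminescence quantified 30 min later at room temperature.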
RORgamma inh: ROR gamma (mouse) transcription inhibition | hit rate 5.4% among 310,000 | P51450 | Potency, µM (series often up to 53.6 µM), inactives show at the highest dose activity change, negative = inhibition, actives largely listed as inhibitors | Drosophila S2 Gal4-RORgamma UAS-luciferase reporter, 20 h; also: % is scaled to controls: 0 for no effect and ±100 for the full control effect; nearly all actives have a fitted effect of over 60% in size
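Drosophila Schneider cells stably carrying a metallothionein-driven Gal4 DBD–ROR gamma fusion and a UAS-Photinus luciferase reporter were exposed to compound for 1 hr, then induced with copper sulfate (700 uM final) for 20 hr at ambient temperature before luminescence reading.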
Rab9 prom act: activates the Rab9 promoter; Huh7 Rab9 promoter-luciferase reporter, luminescence, 24 h; hit rate 2.8% among 320,000; AID 485297; Potency, µM (series often up to 9.22 µM), for inactives: at the top dose activation, negative = inhibition, most hits filed as activators; also: % of control where 0% means no effect; nearly all actives have a fitted effect of over 60% in size
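Luciferase signal after 10 min detection reagent at ambient indicates Rab9 promoter upregulation; stably transfected Huh7 cells were treated 24 h with compound in DMSO at 37 °C, 5% CO2.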
* marks the source's active call; other numbers are inactive results; ? = inconclusive; . = no result given; [ ] = dose if it differs, or a comment. Unless noted, calls follow the shape of the dose curve; as a rule, active = well fitted curve in the direction sought with a large enough effect; inconclusive = small, poorly fitted or top-dose-only effect, or another doubt; inactive = no such curve, though single readings can be large; an effect the other way counts as inactive or inconclusive. Potency is read from the fitted curve at half-maximal effect.

Sample of the layout (2 entries):
SMILES	Gal4-VP16 FLuc	p53 reactivation	NPC1 promoter act	uPA surface inh	BRCA1 expr act	MBNL1 CUG block	FLuc counter	ELG1 genotoxic	RORgamma inh	Rab9 prom act
Cc1[nH]n(-c2ccccc2)c(=O)c1CCOC(=O)c1cccc(C(F)(F)F)c1	0%	-4%	2%	3%	12%	-1%	5%	1%	-1%	3%
COC(=O)c1ccc(NCC(=O)N2CCCCCC2)cc1	6%	5%	28%	.	.	-14%	-12%	15%	18%	-45%[inhibitor]

Results, from the first entry:
SMILES	Gal4-VP16 FLuc	p53 reactivation	NPC1 promoter act	uPA surface inh	BRCA1 expr act	MBNL1 CUG block	FLuc counter	ELG1 genotoxic	RORgamma inh	Rab9 prom act
Cc1[nH]n(-c2ccccc2)c(=O)c1CCOC(=O)c1cccc(C(F)(F)F)c1	0%	-4%	2%	3%	12%	-1%	5%	1%	-1%	3%
COC(=O)c1ccc(NCC(=O)N2CCCCCC2)cc1	6%	5%	28%	.	.	-14%	-12%	15%	18%	-45%[inhibitor]
CCOC(=O)N1CCN(C(=O)c2cc(S(=O)(=O)N3CCCC3)cn2C)CC1	-18%	1%	-2%	0%	-38%	-10%	2%	2%	34%	1%
COc1ccc(C(=O)O)cc1S(=O)(=O)NCc1ccccn1	-4%	4%	-4%	5%	-4%	0%	0%	-2%	-1%	0%
Cc1ccc(C(=O)NC(NCc2ccccc2)C(Cl)(Cl)Cl)cc1 (stereo not given)	-4%	0%	0%	1%	-2%	-8%	7%	4%	39%	-9%
CCC(C)NC(=O)c1cc2c(=O)n3ccccc3nc2s1 (stereo not given)	-17%	4%	16%	3%	33%	?	-13%	10%	7%	27%
CCc1nccn1C(=O)c1cnn2c(C(F)F)cc(-c3ccc(C)cc3)nc12	-12%	0%	-1%	-8%	-5%	?	3%	-3%	26%	-4%
COCCn1c(SCc2nnc(-c3ccccc3)o2)nc2sc3c(c2c1=O)CCC3	4%	-1%	0%	1%	-34%	-4%	-2%	-1%	?	10%
CC(=O)c1ccccc1OC(=O)COc1ccc([N+](=O)[O-])cc1	-4%	14%	-1%	-1%	17%	?	?	0%	-6%	-1%
O=C1OCc2nc3cc4c(cc3c(-c3ccc(F)cc3)c21)OCO4	-2%	1%	0%	22%	-13%	11%	-4%	-2%	7%	-2%
O=C(COC(=O)C1CCN(C(=O)c2ccc(Cl)cc2)CC1)c1ccco1	1%	-1%	-2%	-4%	13%	10%	0%	0%	-1%[10 µM]	-4%
CC(C)C1Cc2[nH]c(=O)c(C(=O)O)cc2CO1 (stereo not given)	-3%	?	-2%	.	8.9µM*	7%	0%	4%	14%	-4%
Cc1nc(Cc2ccc(OC(C)C)cc2)[nH]c(=O)c1CC(=O)O	-4%	-2%	-1%	-6%	-2%	6%	-2%	0%	4%	-8%
COc1ccc(CCNC(=O)CSc2cn(Cc3ccccc3)c3ccccc23)cc1OC	1%	-5%	-9%	3%	-34%	-12%	2%	-2%	-8%	-1%
Cc1ccc(S(=O)(=O)N2CCN(C(=O)CSc3ncn[nH]3)CC2)c(C)c1	.	0%	3%	1%	-14%	.	1%	0%	.	1%
N#Cc1cc2c([nH]c1=S)CCCC2	-3%	?	5%	11%	-33%	-17%	-19%	-1%	-13%	1%
Cc1ccc(-c2nn3c(C)nnc3c3ccccc23)cc1S(=O)(=O)N1CCN(CCO)CC1	1%	-33%[inhibitor]	-7%	-9%	-71%	-1%	0%	?	-40%	1%
CCOc1ccc(S(=O)(=O)Nc2cccc(C(=O)NCC(c3ccco3)N3CCCC3)c2)cc1 (stereo not given)	.	4%	-2%	-12%	-2%	.	-1%	-1%	.	12%
COc1ccc(O)c(C(=O)c2cnc3c(c2)c(C)nn3C)c1	-2%	1%	1%	1%	1%	16%	0%	5%	-5%	0%
COc1cc(C(=O)Nc2ccc(S(=O)(=O)N3CCc4ccccc43)cc2)cc(OC)c1OC	4%	-5%	-9%	4%	-69%	-2%	2%	8%	35%	0%
CC(=O)c1c(C(C)=O)c(C)n(-c2ccc(C(=O)O)cc2)c1C	2%	14%	-7%	2%	-5%	6%	0%	-2%	-2%	-1%
Cc1ccc(C(=O)N(C)Cc2nc3ccccc3c(=O)[nH]2)cc1NC(=O)c1ccco1	.	-2%	.	-1%	-14%	.	.	-1%	.	.
O=C(NCCN1CCN(C(=O)c2cccc(OC(F)F)c2)CC1)c1cccc(OC(F)F)c1	.	2%	.	-34%	-5%	.	.	-1%	.	.
CCCNC(=O)NC(=O)CN1C(=O)NC(C)(c2ccc(C)cc2)C1=O (stereo not given)	1%	-6%	0%	.	4%	0%	1%	0%	41%	4%
CC1CCCCC1NC(=O)C1CCN(S(=O)(=O)c2ccc3c(c2)CCC(=O)N3)CC1 (stereo not given)	4%	-5%	-1%	11%	-15%	10%	1%	-6%	16%	-6%
O=C1NC(=O)C2(CCCc3ccccc32)N1 (stereo not given)	-5%	15%	-3%	-9%	-8%	-2%	1%	6%	-16%	-3%
Cc1noc(C)c1NC(=O)N(C)C[C@H]1Oc2ccc(NC(=O)Nc3ccc(C(F)(F)F)cc3)cc2C(=O)N([C@H](C)CO)C[C@@H]1C	.	?	.	7%	-8%	.	.	1%	.	.
COc1ccccc1NC(=O)C(C)N(C)CCOc1ccccc1 (stereo not given)	-11%	-17%	-1%	-4%	-8%	-6%	-1%	-13%	10%	0%
O=C1C=C(c2cc(C(F)(F)F)cc(C(F)(F)F)c2)C[C@@H](c2ccc3c(c2)OCO3)C1	.	28%	0%	-9%	0%	.	2%	1%	.	-9%
O=C1N/C(=N\N=C\c2ccco2)SC1Cc1ccc(F)cc1 (stereo not given)	4.5µM*	0%	-12%	3%	-5%	3%	0%	0%	1µM*	0%
NC(=O)C1CC(=O)N(CCc2ccc(F)cc2)C1 (stereo not given)	-3%	-10%	-3%	10%	-1%	0%	-16%	1%	15%	-1%
COC(=O)[C@H](C)NC(=O)Nc1cc(Cl)ccc1C	-5%	6%	0%	6%	-4%	2%	3%	?	31%	-3%
CCn1c(SCC(=O)Nc2nc3ccc(C)cc3s2)nc2c(c1=O)SC(C)C2 (stereo not given)	1%	8%	-4%	-10%	-60%	9%	-1%	0%	32%	-6%
CCc1ccc(OCc2nc(-c3ccccn3)no2)c(Br)c1	?	10%	0.32µM*	?	0%	-2%	0.54µM*	?	?	0.4µM*
Cc1ccc(SCCc2ccc(C)nc2)cc1	-14%	?	2%	-20%	?	-2%	?	7%	5%	3%
CCCc1cc(=O)[nH]c(SCC(=O)NCC2COc3ccccc3O2)n1 (stereo not given)	.	-2%	-3%	16%	-19%	.	6%	0%	.	-7%
Cc1ccnc(NC(=O)C2CCN(S(=O)(=O)c3ccc4ccccc4c3)CC2)c1	.	4%	-1%	-4%	-16%	.	0%	2%	.	-4%
CCOc1ccc(C(=O)NCC(=O)NCCOc2ccc(C)cc2)cc1	5%	-17%	0%	5%	-1%	-3%	-2%	-1%	-26%	4%
CCC1CCCCN1Cc1ccc(OC)c(OC)c1 (stereo not given)	3%	1%	0%	.	8%	-2%	-2%	1%	?	10%
O=C(Nc1ccc(Cl)c(S(=O)(=O)N2CCOCC2)c1)c1ccc2c(c1)OCO2	.	1%	.	-8%	-85%[inhibitor]	.	.	-12%	.	.
CCOC(=O)C1CCN(C(=S)Nc2cccc(C)c2C)CC1	-9%	-6%	-2%	-1%	-3%	-21%	-1%	0%	11µM*	0%
CCCCN(C(=O)C1=COCCO1)c1c(N)n(Cc2ccccc2)c(=O)[nH]c1=O	.	-3%	2%	-4%	6%	.	0%	0%	.	-3%
CC1CCCC(NC(=O)CSc2ncccn2)C1C (stereo not given)	.	5%	1%	6%	10%	.	.	6%	.	-6%
O=C(CCc1ccc(S(=O)(=O)NCc2ccccc2)cc1)N1CCN(Cc2ccc3c(c2)OCO3)CC1	?	18%	2%	.	-31%	-1%	5%	-6%	42%	1%
Cc1cc(=O)[nH]c(SCC(=O)Nc2cccc(C(F)(F)F)c2)n1	?	7%	2%	7%	18%	-6%	3%	-1%	-5%	-2%
CCCn1nc(C(=O)Nc2ccc3c(c2)OCCO3)c2ccccc2c1=O	.	2%	12%	12%	6%	.	?	0%	.	?
Nc1ccccc1C(=O)N=Nc1[nH]c(N)c2ccccc12	-27%	?	3.5µM*	-12%	81%	.	3.8µM*	?	?	2.8µM*
CC(=O)N1CCN(C(=O)CSc2nc3c(cnn3-c3ccccc3)c(=O)[nH]2)CC1	-8%	1%	20%	5%	0%	2%	0%	4%	26%	5%
Cc1noc(C)c1COC(=O)Cc1ccc(Cl)cc1	-4%	2%	2%	0%	-20%	-7%	1%	3%	17%	-2%
CC1CN(C(=O)COC(=O)c2ccc(S(=O)(=O)N(C)C)cc2)CC(C)O1 (stereo not given)	-19%	3%	-4%	0%	0%	4%	1%	-1%	-4%	0%
CCOC(=O)CON1C(=O)C(C)(C)N(OCC(=O)OCC)C(=O)C1(C)C	-5%	0%	-2%	-5%	-3%	0%	0%	0%	-2%[10 µM]	4%
CC(=O)Nc1ccc(NC(=O)C2CC(=O)Nc3ncnn32)cc1 (stereo not given)	-6%	0%	-2%	-53%	3%	-7%	0%	0%	8%	-1%
CN(Cc1cnccn1)C(=O)CC1C(=O)NCCN1Cc1cccc(F)c1 (stereo not given)	-11%	11%	0%	-2%	-3%	21%	0%	0%	-27%	1%
